PfHsp40 yeast = compounds rescuing yeast from Plasmodium falciparum HSP40 toxicity; S. cerevisiae expressing PfHsp40, growth rescue, ATP luminescence; growth rescue, % at 12.5 µM; AID 504582; actives 0.68% (n = 340,000); in the data active = growth rescue above about 28%, passing the limit was not always enough; inconclusive = no clear call, values can overlap the other calls;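 also: yeast W303a lacking pdr1 and pdr3 grown in galactose medium; growth measured after three days at 30 °C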
Mtb UGM inh = blocks M. tuberculosis UGM enzyme; P9WIQ1; purified UGM, fluorescence polarization probe displacement; inhibition, % at 10 µM; actives 0.06% (n = 320,000); in the data active = inhibition above about 10%, passing the limit was not always enough; inconclusive = no clear call, values can overlap the other calls
FadD28 binding = inhibitors of Mycobacterium tuberculosis FadD28 bisubstrate binding. AID 588549. FadD28 bisubstrate probe binding, fluorescence polarization. inhibition, % at 12.5 µM. actives 0.22% (n = 360,000); in the data active = inhibition above about 8.5%, passing the limit was not always enough; inconclusive = no clear call, values can overlap the other calls
Anthrax LF inh2 = inhibitors of Bacillus anthracis lethal factor protease. P15917. multiplex microsphere protease cleavage assay, LF. inhibition, % at 10 µM. actives 0.12% (n = 360,000); also: plate controls were buffer without enzyme for full effect and enzyme alone for no effect
Target sequence (P15917 whole entry, looked up): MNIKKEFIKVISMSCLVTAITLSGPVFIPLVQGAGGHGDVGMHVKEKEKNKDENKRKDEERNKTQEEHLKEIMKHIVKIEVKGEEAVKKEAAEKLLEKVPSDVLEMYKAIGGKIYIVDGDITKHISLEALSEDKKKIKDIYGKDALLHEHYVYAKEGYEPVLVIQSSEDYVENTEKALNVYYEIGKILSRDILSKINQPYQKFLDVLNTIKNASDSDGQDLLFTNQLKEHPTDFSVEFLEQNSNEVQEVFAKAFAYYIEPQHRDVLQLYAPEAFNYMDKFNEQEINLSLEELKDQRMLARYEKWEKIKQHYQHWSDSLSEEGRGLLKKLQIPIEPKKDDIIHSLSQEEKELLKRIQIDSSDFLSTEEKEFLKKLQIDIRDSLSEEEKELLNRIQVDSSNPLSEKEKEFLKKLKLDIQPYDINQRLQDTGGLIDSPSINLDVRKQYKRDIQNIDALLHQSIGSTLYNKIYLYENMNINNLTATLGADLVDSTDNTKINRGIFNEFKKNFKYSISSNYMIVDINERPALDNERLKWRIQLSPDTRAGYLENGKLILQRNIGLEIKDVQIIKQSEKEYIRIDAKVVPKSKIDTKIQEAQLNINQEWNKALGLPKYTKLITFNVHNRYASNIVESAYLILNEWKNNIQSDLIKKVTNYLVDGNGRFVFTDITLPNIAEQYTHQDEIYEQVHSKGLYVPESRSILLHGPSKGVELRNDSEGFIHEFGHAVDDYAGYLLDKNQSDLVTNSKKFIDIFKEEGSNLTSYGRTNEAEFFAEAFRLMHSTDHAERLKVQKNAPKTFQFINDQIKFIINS
Mtb BioA inh = blocks M. tuberculosis BioA enzyme activity; purified M. tuberculosis BioA enzyme, plate reader; inhibition, % at 9.99 µM; actives 0.096% (n = 360,000); in the data active = inhibition above about 40%; inconclusive = no clear call, values can overlap the other calls
BoNT-F LC inh = blocks Botulinum neurotoxin F light chain protease; Multiplex microsphere protease cleavage assay, flow cytometry; inhibition, % at 10 µM; actives 0.22% (n = 360,000); in the data active = inhibition above about 35%, passing the limit was not always enough; inconclusive = no clear call, values can overlap the other calls; also: plate controls were buffer without enzyme for full effect and enzyme alone for no effect
BoNT-A LC inh2 = inhibitors of Botulinum neurotoxin A light chain protease; multiplex microsphere protease substrate cleavage, flow cytometry; inhibition, % at 10 µM; actives 0.17% (n = 360,000); AID 588499; also: plate controls were buffer without enzyme for full effect and enzyme alone for no effect
GDH-TPI inh = inhibits GDH-TPI coupling enzymes, artifact for Mtb FBA screen; GDH-TPI coupled enzyme counterscreen, NADH absorbance; actives 1.2% (n = 360,000); AID 588335; inhibition, % at 4.8 µM; in the data active = inhibition above about 30%;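 also: 0% = DMSO wells and 100% = wells lacking the enzyme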
FBA Mtb inh = inhibits M. tuberculosis FBA enzyme; purified M. tuberculosis FBA, fluorescence read-out; inhibition, % at 1 µM; actives 2.3% (n = 360,000); AID 588726; in the data active = inhibition above about 27%;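 also: 0% = vehicle and 100% = reference inhibitor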
* hit, by the source's call; ? = inconclusive; . = not tested or not shown; & = joins results of further samples. Rule as the data show it, unless noted: active = inhibition above about 30%; inconclusive = no clear call, values can overlap the other calls; inactive = below that.

SMILES,PfHsp40 yeast,Mtb UGM inh,FadD28 binding,Anthrax LF inh2,Mtb BioA inh,BoNT-F LC inh,BoNT-A LC inh2,GDH-TPI inh,FBA Mtb inh
CCOP(=O)(OCC)C(NC(=O)c1ccccc1Cl)=C(Cl)Cl,0.2,1.5,-2.6,-4,-2.0,-10,-0.7,3,2
NC(=O)COC(=O)CSc1cccc2cccc(Cl)c12,-0.9,1.0,-2.0,-4,.,-4,-1.2,7,1
Cc1cc(F)ccc1S(=O)(=O)N1CCCOC1CNC(=O)C(=O)NCCN1CCOCC1 (configuration not stated),0.6,-1.0,-3.3,0,-0.3,3,-0.2,-8,-1
CC1(C(=O)NS(=O)(=O)c2cccc(F)c2)CCN1C(=O)C1CCCCC1 (configuration not stated),.,.,-2.3,-3,-1.4,-4,0.1,0,-2
O=C1C=CC(c2ccccc2)(c2ccccc2)CC1,0.3,.,-0.5,1,5.1,2,-0.1,0,-1
COC(=O)[C@@]12CCCCN1[C@H](c1ccc(-c3ccc(OC)cc3)cc1)[C@H]1C(=O)N(C)C(=O)[C@H]12,0.0,-2.3,-3.1,-1,-0.3,5,0.2,-2,3
Cc1ccc(CC(NC(=O)C2CCCCC2)C(=O)O)cc1 (configuration not stated),-1.4,.,0.0,-1,-0.7,-1,0.1,4,-2
O=C1NC(=Nc2ccccc2Cl)S/C1=C\c1cccc([N+](=O)[O-])c1,1.1,-1.8,-2.0,2,2.0,-2,0.5,22,0
COc1cc(NS(=O)(=O)c2ccc(NC(=O)c3ccc(S(=O)(=O)N4CCCCC4)cc3)cc2)ncn1,-0.6,1.6,0.0,-4,.,-2,-0.2,4,0
Cc1cc(C)c2sc(NC(=O)C3=COCCO3)nc2c1,0.5,2.1,-3.8,-1,1.0,-2,-0.7,-3,0
CC(C)NC(=O)NC(=O)COC(=O)CCOc1ccccc1,-0.4,-0.3,-3.6,1,-0.2,-1,-0.2,1,0
Cc1nn(-c2ccccc2)c(C)c1/C=N/NC(=O)c1cc(-c2cccc3ccccc23)n[nH]1,5.4,-2.5,-0.6,-3,-2.7,0,-0.8,-1,0
CCOC(=O)c1ccc(NC(=O)CCSCCc2ccccn2)cc1,0.2,-1.2,-1.2,1,-0.7,-1,-0.2,2,1
CN1CCN(C(=S)c2cn(Cc3ccccc3F)c3ccccc23)CC1,-0.4,3.4,-5.4,-5,1.8,4,-0.5,-3,0
COc1ccccc1NC(=O)C(=O)NCC1COc2ccccc2O1 (configuration not stated),2.4,2.7,-5.4,0,-1.3,-1,-0.1,-6,-5
CC(NC(=O)c1cc(S(=O)(=O)N(C)C)ccc1Cl)C1CC2CCC1C2 (configuration not stated),-1.4,-4.2,1.7,14,0.9,-1,1.7,-8,5
Cc1ccccc1C(=O)Nc1c2c(nn1C(C)(C)C)CS(=O)(=O)C2,-2.0,-1.1,-0.5,-5,-2.2,-5,-0.6,4,1
CNC(=O)N(c1ccccc1)c1ccccc1,1.0,1.9,-3.3,-4,-1.9,0,0.6,-17,2
C=C1CC[C@@H]2[C@](C)(CO)[C@H](O)CC[C@@]2(C)[C@@H]1/C=C/C1=CCOC1=O,-0.2,2.1,-2.9,2,2.0,-10,-2.0,-5,-2
COc1cccc(CN2CCC2(C)C(=O)Nc2cccc3cccnc23)c1OC (configuration not stated),.,.,-1.9,2,-1.2,4,-0.2,10,1
Cc1cc(C)nc(SCC(=O)Nc2ccc(S(=O)(=O)Nc3cc(C)on3)cc2)n1,-1.3,-2.5,0.1,0,-0.5,2,0.7,2,-1
Cc1ccc2c(c1)C(c1ccc(N3CCOCC3)cc1)=NNC(c1cccs1)=N2,-0.3,1.0,-3.8,-2,-0.7,1,0.3,-9,-5
COc1cc2c(cc1NC(=O)C(Cl)Cl)-c1ccc(NC(=O)C(Cl)Cl)cc1C2,0.9,.,-5.8,-9,.,-22,1.3,12,-4
C(=C\c1ccccn1)/c1ccccn1,-0.8,-1.6,-2.5,-2,-1.2,-17,3.4,10,1
O=C(Nc1nnc(C2CC2)s1)c1cccc(S(=O)(=O)N2CCc3ccccc32)c1,-0.1,4.9,-0.2,-4,-1.2,2,-0.1,4,-2

3 neighbouring records from above:
SMILES,PfHsp40 yeast,Mtb UGM inh,FadD28 binding,Anthrax LF inh2,Mtb BioA inh,BoNT-F LC inh,BoNT-A LC inh2,GDH-TPI inh,FBA Mtb inh
CCOP(=O)(OCC)C(NC(=O)c1ccccc1Cl)=C(Cl)Cl,0.2,1.5,-2.6,-4,-2.0,-10,-0.7,3,2
NC(=O)COC(=O)CSc1cccc2cccc(Cl)c12,-0.9,1.0,-2.0,-4,.,-4,-1.2,7,1
Cc1cc(F)ccc1S(=O)(=O)N1CCCOC1CNC(=O)C(=O)NCCN1CCOCC1 (configuration not stated),0.6,-1.0,-3.3,0,-0.3,3,-0.2,-8,-1

Following part
SMILES,PfHsp40 yeast,Mtb UGM inh,FadD28 binding,Anthrax LF inh2,Mtb BioA inh,BoNT-F LC inh,BoNT-A LC inh2,GDH-TPI inh,FBA Mtb inh
CC(C)Oc1cccc(C(=O)NC(=S)Nc2ccc3c4c(cccc24)CC3)c1,-0.4,2.2,-0.6,-1,-2.7,0,0.9,2,10
NC(=O)C1(N2CCCCC2)CCN(Cc2ccccc2Cl)CC1,2.2,-1.1,-3.3,-1,-0.1,-2,0.6,3,1
O=C(O)c1cc(S(=O)(=O)N2CCCCC2)sc1Cl,-0.6,-3.1,-1.5,-1,.,-5,-0.2,2,1
OC(CN1C2=NCCCN2c2ccccc21)c1ccc(Cl)cc1 (configuration not stated),-0.2,0.3,-2.2,-2,-0.6,-4,-0.3,2,0
COc1ccc(OC)c(S(=O)(=O)NC2CCN(Cc3ccccc3)CC2)c1,-0.1,1.1,-1.8,-2,-0.7,-11,-2.3,8,1
Cc1cccc(OCCN2C(=O)c3ccccc3C2=O)c1,-1.1,-1.5,-2.0,-4,.,-5,-0.2,2,-3
C/C(=N\NC(=O)c1ccccc1F)c1cccc(NC(=O)c2ccc(C)cc2)c1,-0.8,0.1,-1.9,0,4.9,0,2.8,3,0
CC1CCCC(NC(=O)COC(=O)c2ccc(N(C)C)cc2)C1C (configuration not stated),-1.2,1.8,-4.5,-3,-0.9,-2,-0.6,8,-4
O=C(O)CC(Cc1ccc(Cl)cc1)C(=O)Nc1cc(Cl)ccc1Cl (configuration not stated),2.7,0.7,-2.7,5,3.1,?,-2.3,-1,0
CC(=O)Nc1ccc(C(=O)OCc2ccc(Cl)c(Cl)c2)cc1,?,-1.1,-6.3,-1,.,0,0.8,15,0
C[C@H](CO)N1C[C@H](C)[C@H](CN(C)C(=O)c2ccccn2)Oc2cc(C#Cc3ccc(F)cc3)ccc2S1(=O)=O,.,.,-3.4,-1,-0.2&0.3&1.6,-3,-0.3,6,-3
O=c1cc(C(O)C[N+](=O)[O-])occ1OCc1ccccc1 (configuration not stated),.,-1.4,-1.5,4,0.0,-10,-1.1,3,3
CCN(CC)C(=O)C1CCCN(C(=O)c2cc(COc3cccc(OC)c3)on2)C1 (configuration not stated),0.5,0.8,1.2,1,1.7,1,0.3,2,-1
CCc1nnc(NC(=O)CSc2nnc3c(C)cc4c(C)ccc(C)c4n23)s1,-1.6,-2.2,-0.8,2,.,-6,0.5,10,-2
O=C(O)C1C(c2ccccc2)C(C(=O)Oc2ccccc2)C1c1ccccc1 (configuration not stated),0.4,1.2,-0.6,0,-1.4,-6,-1.5,4,-1
C[C@H](NC(=O)c1ccccc1)C(=O)OCC(=O)Nc1sccc1C(N)=O,-1.2,-1.2,-5.4,?,-0.3,1,-2.1,-3,1
O=C(NNc1ccccc1[N+](=O)[O-])Nc1ccc(F)cc1,1.3,.,-0.1,-1,.,-4,-1.3,5,2
CCOc1ccc(N(C(=O)CNC(=O)c2cccs2)C(C(=O)NCC2CCCO2)c2ccc(OC)c(OC)c2)cc1 (configuration not stated),-0.3,-0.9,-3.4,-6,.,-9,-2.3,8,4
COC(=O)c1nc(NC(=O)c2ccccc2)n[nH]1,-0.4,-2.1,1.6,1,-3.8,10,?,8,0
N#Cc1ccc(CN2CCN(C(=O)C3CC(=O)N(c4ccc5c(c4)OCCO5)C3)CC2)cc1 (configuration not stated),.,.,-0.6,-3,0.6,-9,-1.3,10,-5
Cc1cc2cc(CNC(=O)c3ccc(S(=O)(=O)N(C)C)cc3)ccc2n1C,1.3,0.9,1.0,-64,-0.8,-66,82*,21,4
O=C(COc1cccc(NC(=O)c2ccco2)c1)c1ccc(F)cc1,-0.5,-1.3,0.1,-2,0.5,6,0.0,-4,10
O=C(c1ccc(S(=O)(=O)N2CCC(c3nc4ccccc4s3)CC2)cc1)N1CCOCC1,-0.8,1.2,0.4,1,.,-2,-3.5,8,1
O=C1C2CCCN2C(c2ccccc2F)N1c1ccc(Cl)cc1 (configuration not stated),0.6,-1.8,0.1,-10,-1.0,-10,-1.9,22,0
Cc1nn(Cc2ccccc2Cl)c(Cl)c1C(=O)OCC(=O)NCc1ccco1,-1.5,3.7,-1.4,-1,-1.4,11,-0.5,4,1
O=C(O)CCC(=O)NNc1nc(-c2ccccc2)c2cc(Cl)ccc2n1,-0.5,1.2,-1.5,2,-1.7,-2,3.0,3,-1
O=C(N/N=C/c1ccc(F)cc1)c1c(O)c2ccccc2[nH]c1=O,4.0,-3.2,-2.2,-3,.,0,-0.1,13,-1
O=C(NCCCNCc1ccccc1)c1ccncc1,-0.4,-0.5,-0.9,-2,-0.2,-4,-0.3,-2,-1
CCCCN(C(=O)CSc1nnc(-c2ccc(Cl)cc2)o1)c1c(N)n(CC(C)C)c(=O)[nH]c1=O,1.4,1.7,-2.4,-5,3.0,-9,-0.6,14,4
O=S(=O)(N/N=C/c1ccc2c(c1)OCCO2)c1ccc(Cl)cc1,1.4,6.2,0.4,0,.,3,0.3,14,1
O=C(CSc1nc2cc(C(=O)O)ccc2c(=O)n1-c1ccc(F)cc1)Nc1ccc(F)c(F)c1F,1.6,1.8,-0.8,-6,81*,-6,-3.6,5,5
COc1ccc(Nc2ncccc2C(=O)Nc2ccccc2)cc1,2.8,-2.4,0.9,-4,1.1,16,-1.5,15,3
CC1CC/C(=C\c2ccc3c(c2)OCO3)C(=O)/C1=C/c1ccc2c(c1)OCO2 (configuration not stated),5.8,1.1,-2.3,-3,-2.1,-8,2.8,0,2
